Growth percent in the NCI-60 one-dose screen (48 h, 10 µM unless noted): 100 = growth as untreated, 0 = no growth, -100 = all killed.
A498 = A498 renal cancer cells. 76,000 compounds, 5.4% hits. AID 1794774
CAKI-1 = CAKI-1 renal cancer; AID 1794772; 75,000 compounds, 4.7% hits
SN12C = SN12C renal cancer cells; 81,000 compounds, 3.8% hits; AID 1794767
UO-31 = UO-31 renal cancer. 81,000 compounds, 5.2% hits. AID 1794768
TK-10 = TK-10 renal cancer cells; 81,000 compounds, 3.9% hits
RXF 393 = RXF 393 renal cancer cells; 77,000 compounds, 6.9% hits; AID 1794773
ACHN = ACHN renal cancer | 81,000 compounds, 4.9% hits | AID 1794771
786-0 = 786-0 renal cancer cells. 81,000 compounds, 5.1% hits
Numbers without * were called inactive; . = not tested or not shown; & = joins results of further samples; [ ] = dose if it differs, or a comment. The calls were made as follows: active = growth percent below 10; inactive = the rest.

cpd	Molecule	A498	CAKI-1	SN12C	UO-31
1	CC(C)(C)c1ccc(OCCOC=O)cc1	86.3	97.8	98.4	96.7
2	Cc1ccc(S(=O)(=O)N/N=C2\CC3CCC2(C)C3(C)C)cc1 (configuration not stated)	104.6	78.5	93.5	86.4
3	COc1cc(NC(=O)COc2cc(O)c3c(=O)cc(-c4ccccc4)oc3c2)cc(OC)c1OC	125.3	103.5	104.0	100.9
4	Nc1ncnc2c1c(-c1ccc(Oc3ccccc3)cc1)nn2C[C@H]1SSC[C@@H]1O	27.9	.	54.5	17.4
5	O=C1/C(=C/c2ccc(Cl)cc2)CN(C(=O)C(Cl)Cl)C/C1=C\c1ccc(Cl)cc1	-95.8*	-71.0*	-75.7*	-99.7*
6	CC(C)NC(N)=O	99.7	102.6	101.9	88.5
7	Nc1nc(Nc2cc([N+](=O)[O-])ccc2O)nc(C(Cl)(Cl)Cl)n1	64.1	91.3	94.8	79.4
8	CCCCCCCCCCCCNC(=O)N1C(=O)CCN1C	85.6	83.1	91.8	84.8
9	Brc1ccc(/C=C/c2n(Cc3ccc4ccccc4c3)c3ccccc3[n+]2Cc2ccc3ccccc3c2)cc1	54.9	-29.9*	-58.9*	44.6
10	COC(=O)c1c(C(=O)OC)c2n(CC(=O)Nc3cccc4cccnc34)c3ccccc3n2c1C(=O)c1ccc([N+](=O)[O-])cc1	119.5	104.5	95.4	84.2

cpd	TK-10	RXF 393	ACHN	786-0
1	101.0	109.1	109.6	99.8
2	136.9	89.4	101.6	103.5
3	105.9	102.9	105.0	101.7
4	.	28.7	33.4	66.2
5	-83.7*	-88.2*	-100.0*	-80.2*
6	110.2	109.4	99.0	107.1
7	135.0	111.9	97.9	100.5
8	99.2	114.1	104.2	99.3
9	-63.2*	-83.1*	-31.6*	-95.5*
10	109.3	119.0	98.2	106.6

Next structures.
cpd	Molecule	A498	CAKI-1	SN12C	UO-31
11	Cc1cc(NCCCN(C)C)c2ccc3c(ccc4c(NCCCN(C)C)cc(C)nc43)c2n1	-87.6*	-41.7*	-49.6*	-54.7*
12	Cc1[nH]c(C(=O)Nc2nc3ccc(NC(N)=O)cc3s2)c(Cl)c1Cl	104.9	108.6	98.3	92.8
13	O=c1oc2ccc(Br)cc2cc1-c1cs/c(=N/N=C\c2ccc(Br)cc2)n1/N=C/c1ccc(Br)cc1	107.0	99.4	102.7	88.0
14	CCOC(=O)c1cccnc1	104.9	103.3	99.3	80.2
15	CCOC(=O)C1=C(C)N=C2SC=C(c3ccc(F)cc3)N2[C@H]1c1cn[nH]c1-c1ccccc1	100.3	85.2	88.8	89.7
16	CSc1nccc(=S)[nH]1	104.2	99.5	100.8	86.9
17	CC1=NS(=O)(=O)c2cc(Cl)ccc2N1	95.9&110.4&84.7	102.4&97.2&86.0	93.6&102.0&98.1	84.4&92.7&71.4
18	C/C=C/c1nn2c(CCC(=O)c3nc4ccccc4[nH]3)nnc2s1	113.3	86.7	90.1	54.9
19	CCCCCCC(=O)CCC(=O)CCCCCCCC(=O)O	107.6	97.0	101.8	79.7
20	Nc1ccc(Oc2ccccc2)cc1	88.0	96.6	98.1	79.9

cpd	TK-10	RXF 393	ACHN	786-0
11	-42.2*	-83.4*	-75.2*	-35.2*
12	137.6	106.8	101.1	106.5
13	111.3	112.6	110.2	102.8
14	95.5	99.6	117.7	103.3
15	104.0	102.5	98.9	91.9
16	99.9	99.0	98.7	99.3
17	109.1&102.7&96.0	100.6&96.3&120.7	97.5&100.1&97.9	95.3&100.0&98.6
18	125.8	81.9	83.8	91.5
19	105.9	106.4	102.3	92.0
20	98.0	109.4	104.0	110.8

Next part:
cpd	Molecule	A498	CAKI-1	SN12C	UO-31
21	OC(Cc1ccc2ccccc2n1)C(Cl)(Cl)Cl (configuration not stated)	63.5	91.8	88.5	76.4
22	O=CN1N=C(c2ccc3c(c2)OCO3)CC1c1ccccc1 (configuration not stated)	108.8	96.5	96.5	73.1
23	O=C(OC1CCCC1)c1ccccc1	96.9	105.6	101.1	89.3
24	Nc1nn2c(-c3cc4cc(Br)ccc4oc3=O)ccnc2c1N=Nc1ccc(F)cc1	44.5	97.5	77.4	85.8
25	C/C=C/CN(C)c1ccccc1	103.0	67.0	94.5	73.6
26	NC1=NC2(CCCC2)N(c2ccc(S(N)(=O)=O)cc2)C(N)=N1	121.4	89.9	94.9	81.5
27	CCC(C#N)C(N)=O (configuration not stated)	87.8	102.7	98.9	119.5
28	N#CCCN(CCC#N)C(CCC(=O)O)C(=O)O (configuration not stated)	116.3	109.9	97.7	83.8
29	C=CCOc1ccccc1/C=N/N1C(=O)CS/C1=N\N=C1/SCC(=O)N1/N=C/c1ccccc1OCC=C	95.4	95.9	105.3	91.7
30	C=CCNC(=O)N(C)C	102.1	.	104.3	86.2

cpd	TK-10	RXF 393	ACHN	786-0
21	99.0	104.3	93.2	94.5
22	102.6	102.5	110.4	98.0
23	98.0	120.6	108.0	103.7
24	90.9	32.4	75.8	75.6
25	98.8	94.9	89.6	100.4
26	96.4	113.3	98.2	103.4
27	104.7	105.3	102.9	104.2
28	111.4	101.6	98.9	106.1
29	112.2	107.1	106.1	97.0
30	116.0	122.7	99.8	122.6

Going on with the list.
cpd	Molecule	A498	CAKI-1	SN12C	UO-31
31	COc1ccc(CSc2nc3cc(OC)c(OC)cc3c(=O)n2-c2ccc(OC)cc2OC)cc1	58.6	68.7	90.1	55.4
32	CC(C)NCC(O)c1cc(O)cc(O)c1 (configuration not stated)	115.9	99.3	89.8	85.3
33	COc1ccc(C2=Nn3c(nnc3-c3ccc(CN)cc3)SC2)cc1	77.7	93.0	105.1	73.5
34	CC(=O)c1cc(-c2ccccc2N)n(-c2ccc3c(c2)OCO3)c1C	-12.0*	41.7	29.1	40.2
35	Nc1nccc(-c2c[nH]c3cc(Br)c(Br)cc23)n1	64.6	66.4	91.2	57.6
36	Oc1ccc(-c2nocc2-c2c[nH]c3ccccc23)cc1	74.2	83.6	100.2	65.1
37	CSc1cc(SC)ncn1	98.8	106.5	94.4	86.7
38	Cc1c(C(=O)NCCN2CCOCC2)cn2ncnc(Oc3ccc(NC(=O)Nc4ccc(Cl)c(C(F)(F)F)c4)cc3)c12	-5.2*	30.3	21.2	52.7
39	O=C1Nc2ccccc2/C1=N/c1n[nH]c(=S)s1	81.8	53.3	99.2	76.1
40	COc1ccccc1CN(Cc1ccccc1)c1c(NC2CCCCC2)oc(=O)c2ccccc12	78.3	91.2	94.1	120.4

cpd	TK-10	RXF 393	ACHN	786-0
31	107.7	75.5	94.0	95.7
32	98.0	123.6	94.6	97.6
33	118.7	102.2	106.1	100.4
34	45.6	39.7	21.2	23.9
35	108.6	75.5	64.0	62.3
36	121.6	109.6	89.2	106.4
37	94.0	124.2	106.5	103.5
38	32.2	-26.8*	13.6	12.3
39	122.1	117.7	90.7	98.6
40	106.9	94.9	78.7	100.8

(further entries)
cpd	Molecule	A498	CAKI-1	SN12C	UO-31
41	COP(C)(=O)/C(Cc1ccccc1)=N\O (configuration not stated)	86.9	102.0	102.6	88.2
42	O=C(N/N=C\c1ccc(Cl)cc1Cl)C1CC1	78.7	100.3	87.7	83.8
43	Cc1cc2cn3c4ccccc4oc(=O)c3c2cc1C	110.9	94.9	102.6	80.8
44	CCOC(=O)C(N)CSC(=O)NC (configuration not stated)	128.3	141.8	138.3	.
45	Cc1c(C(=O)NCCc2ccc(N3CCC[C@H]3C)cc2)[nH]c2ccc(Cl)cc2c1=O	76.3	60.7	.	54.4
46	CC1=CC(=O)C2=C(C)CC(OC(=O)c3cccc4ccccc34)[C@@H]3[C@H](OC(=O)[C@@H]3C)[C@@H]12 (some centres not stated)	72.5	60.1	90.9	67.5
47	CC(=O)O[C@H]1CC[C@]2(C)[C@H]3CC=C4[C@@H]5CC(C)(C)CC[C@]5(C(=O)NC(COC(=O)C(Cl)Cl)(COC(=O)C(Cl)Cl)COC(=O)C(Cl)Cl)CC[C@@]4(C)[C@]3(C)CC[C@H]2C1(C)C	109.3	71.1	91.5	66.9
48	Cc1cccc(Nc2cc(=S)nc(N)[nH]2)c1	107.6	84.5	103.1	85.2
49	Cc1cc(NCCCCNc2ccnc3cc(Cl)ccc23)nc(Nc2ccc(C(=O)N3CCCCC3)cc2)n1	53.4	79.5	29.6	33.5
50	CCCCSc1nnc(-c2c(C)nc3ccc(Br)cn23)o1	58.5	76.6	87.7	56.4

cpd	TK-10	RXF 393	ACHN	786-0
41	93.7	108.8	100.0	101.1
42	86.3	103.8	107.3	88.2
43	.	.	89.9	102.6
44	130.6	117.8	120.5	236.3
45	67.0	98.7	73.7	90.8
46	102.0	100.0	88.0	89.3
47	85.4	80.4	79.5	84.3
48	125.8	114.9	98.9	102.6
49	-49.2*	-74.4*	-4.5*	-87.6*
50	102.5	.	80.8	81.2

Next section
cpd	Molecule	A498	CAKI-1	SN12C	UO-31
51	C=C(C)[C@@H]1CC[C@]2(C(=O)O)CC[C@]3(C)[C@H](CC[C@@H]4[C@@]5(C)C/C(=C/c6ccco6)C(=O)C(C)(C)[C@@H]5CC[C@]43C)[C@@H]12	-58.5*[100 µM]	-69.6*[100 µM]	-70.6*[100 µM]	-95.4*[100 µM]
52	C[C@]1(CO)O[C@@H](n2cc(F)c(=O)[nH]c2=O)C[C@@H]1O	.	24.5	21.7	19.6
53	CC1(C)CC[C@]23CC[C@]4(C)[C@H](CC[C@@H]5[C@@]6(C)C/C(=C/c7ccccn7)C(=O)C(C)(C)[C@@H]6CC[C@]54C)[C@H]2[C@H]1OC3	80.0	63.0	88.3	60.2
54	COc1cc(/C=C/C(=O)/C=C(O)/C=C/c2ccc(OC(=O)c3cccs3)c(OC)c2)ccc1OC(=O)c1cccs1	.	94.9	102.6	78.7
55	CC(C)[C@H](C(=O)O)N1C(=O)c2ccccc2C1=O	118.4	93.6	100.2	87.7
56	COC(=O)Cn1c(-c2ccc(C)o2)nc2cc3nc4ccccc4nc3cc21	107.6	107.6	110.4	93.1
57	CN(C)N=Nc1ccc(N=Nc2ccc(N(CCO)CCO)cc2)cc1	106.0	96.4	98.9	82.4
58	CC1CN(C(C)C)C(=S)NC1=O (configuration not stated)	115.4	89.6	104.9	93.4
59	O=S(=O)(Nc1ccc(I)c(Cl)c1)c1ccc(-c2cnc(C3CC3)o2)cc1	2.1*	7.0*	42.9	51.7
60	Cc1cc(C2(c3ccc(O)c(C)c3)OS(=O)(=O)c3ccccc32)ccc1O	94.2	97.6	101.2	64.7
61	O=C(COc1cc(O)c2c(=O)cc(-c3ccccc3)oc2c1)Nc1cccnc1	135.5	98.6	93.3	88.8
62	O=C(O)COc1ccc(Cl)cc1C1CCCCC1	90.2	99.4	98.5	87.6
63	CSc1ccc(CNc2ccc(N3CCOCC3)c(C(=O)O)c2)cc1	.	101.1	109.1	91.9

cpd	TK-10	RXF 393	ACHN	786-0
51	-58.5*[100 µM]	-98.2*[100 µM]	-89.8*[100 µM]	-60.4*[100 µM]
52	70.4	.	23.9	34.0
53	108.3	107.8	86.5	96.8
54	107.1	114.0	105.9	102.1
55	88.5	105.6	103.3	94.4
56	106.2	106.9	104.1	103.9
57	108.3	128.7	97.6	105.1
58	113.1	109.9	97.0	105.2
59	53.3	2.5*	41.5	41.7
60	110.9	98.5	108.4	111.9
61	107.0	.	100.9	69.6
62	101.0	101.7	107.2	105.6
63	100.6	120.6	98.0	103.9

In the list so far, 13 have a carbonyl joined to an NH by a bond outside any ring:
cpd	Molecule	A498	CAKI-1	SN12C	UO-31
3	COc1cc(NC(=O)COc2cc(O)c3c(=O)cc(-c4ccccc4)oc3c2)cc(OC)c1OC	125.3	103.5	104.0	100.9
6	CC(C)NC(N)=O	99.7	102.6	101.9	88.5
8	CCCCCCCCCCCCNC(=O)N1C(=O)CCN1C	85.6	83.1	91.8	84.8
10	COC(=O)c1c(C(=O)OC)c2n(CC(=O)Nc3cccc4cccnc34)c3ccccc3n2c1C(=O)c1ccc([N+](=O)[O-])cc1	119.5	104.5	95.4	84.2
12	Cc1[nH]c(C(=O)Nc2nc3ccc(NC(N)=O)cc3s2)c(Cl)c1Cl	104.9	108.6	98.3	92.8
27	CCC(C#N)C(N)=O (configuration not stated)	87.8	102.7	98.9	119.5
30	C=CCNC(=O)N(C)C	102.1	.	104.3	86.2
38	Cc1c(C(=O)NCCN2CCOCC2)cn2ncnc(Oc3ccc(NC(=O)Nc4ccc(Cl)c(C(F)(F)F)c4)cc3)c12	-5.2*	30.3	21.2	52.7
42	O=C(N/N=C\c1ccc(Cl)cc1Cl)C1CC1	78.7	100.3	87.7	83.8
44	CCOC(=O)C(N)CSC(=O)NC (configuration not stated)	128.3	141.8	138.3	.
45	Cc1c(C(=O)NCCc2ccc(N3CCC[C@H]3C)cc2)[nH]c2ccc(Cl)cc2c1=O	76.3	60.7	.	54.4
47	CC(=O)O[C@H]1CC[C@]2(C)[C@H]3CC=C4[C@@H]5CC(C)(C)CC[C@]5(C(=O)NC(COC(=O)C(Cl)Cl)(COC(=O)C(Cl)Cl)COC(=O)C(Cl)Cl)CC[C@@]4(C)[C@]3(C)CC[C@H]2C1(C)C	109.3	71.1	91.5	66.9

cpd	TK-10	RXF 393	ACHN	786-0
3	105.9	102.9	105.0	101.7
6	110.2	109.4	99.0	107.1
8	99.2	114.1	104.2	99.3
10	109.3	119.0	98.2	106.6
12	137.6	106.8	101.1	106.5
27	104.7	105.3	102.9	104.2
30	116.0	122.7	99.8	122.6
38	32.2	-26.8*	13.6	12.3
42	86.3	103.8	107.3	88.2
44	130.6	117.8	120.5	236.3
45	67.0	98.7	73.7	90.8
47	85.4	80.4	79.5	84.3

cpd	Molecule	A498	CAKI-1	SN12C	UO-31
61	O=C(COc1cc(O)c2c(=O)cc(-c3ccccc3)oc2c1)Nc1cccnc1	135.5	98.6	93.3	88.8

cpd	TK-10	RXF 393	ACHN	786-0
61	107.0	.	100.9	69.6

Bioassay records deposited in PubChem by NCI.
